Bioassay records from PubChem.
Lipid droplet: modulators of hepatic lipid droplet formation. AML12 mouse hepatocytes, oleate lipid droplets, BODIPY imaging. inhibition, % at 6.5 µM. hit rate 0.4% among 240,000;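 active means lipid droplet intensity inhibited by at least 50%, with more than 500 cells counted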
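Assay system: AML12 mouse liver cells | Compound dosing: One dose, 6.5 µM compound | Read-out basis: Droplet intensity reduction, % inhibition | Measured by: Fluorescence imaging, 20x objective, two fields per well | Schedule: Overnight treatment with compound plus oleate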
PhoP inhibition: PhoP-dependent GFP reporter repression – Salmonella Typhimurium, primary screen (AID 1863); S. Typhimurium PhoP-regulated promoter GFP reporter, 4 h; higher % means a stronger effect; one-dose inhibition, % at 50 µM; IC50 in µM for titrated hits; hit rate 0.16% among 300,000;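 active means inhibition over 29.93%, a cutoff 3 SD above the screen mean, later confirmed by dose response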;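 further: 0% = low Mg2+ inducing control and 100% = high Mg2+ repressing control; strong numbers were not always called active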
bCat nuc transl: alters nuclear translocation of beta-catenin in HeLa cells; immunofluorescence imaging; nuclear translocation activity, % at 5 µM; hit rate 0.3% among 190,000; AID 1665;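 active means nuclear translocation activity above 50% at 5 µM, with a well cell count of 50 or more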;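 further: per-cell ratio of nuclear to cytoplasmic median beta-catenin stain intensity; plate controls were DMSO negative control for no effect and GSK-3 inhibitor IX positive control for full effect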
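System: HeLa cells, endogenous beta-catenin; compound dosing: 5 µM primary single dose, 0.1% DMSO, 0.02–20 µM confirmation series; incubation: 24 h compound exposure at 37°C, 5% CO2; signal: beta-catenin immunofluorescence imaging with DAPI; evaluation: % activation, nuclear-to-cytoplasmic median beta-catenin signal ratio per cell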
CSM14.1 death rescue: protection against thapsigargin-triggered cell killing – 384-well, CSM14.1, ATP luminescence, primary screen (AID 1222) | CSM14.1 thapsigargin-induced death rescue, ATP luminescence; higher % means a stronger effect | one-dose cellular ATP content (survival), % at 20 µM; EC50 in µM for titrated hits | 190,000 tested, under 10 active;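 active means EC50 below 50 µM in the dose-response confirmation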;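 further: death triggered by thapsigargin at about 15 µM added after 2 h compound pretreatment; cell ATP read after overnight thapsigargin exposure of roughly 18 to 22 hours; normalized against plate controls of thapsigargin alone and 5% DMSO vehicle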
Dynein transport: dynein cargo transport inhibition; AID 1381; 3617.4 mouse cells, GR-EGFP nuclear translocation imaging; test concentration mostly 20 µM; stimulated with dexamethasone, 1 µM; active compounds read low; z-score, hits read low; hit rate 0.47% among 220,000;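 active means plate z-score of nuclear minus cytoplasmic receptor signal below a set negative limit, without overly bright fluorescence or cell loss, cut at about -3.5 in these data, passing the limit was not always enough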;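 further: z-score of nuclear minus cytoplasmic ring GR-EGFP intensity difference per well; some compounds called inactive have numbers as strong as hits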
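Buffer or medium: tet-free, stripped-serum medium; Also added: dexamethasone, 1.0 µM final; Technique: high-content fluorescence imaging after fixation; Times: 48 h induction, 1 h compound, 30 min dex at 37 °C; Read-out: per-cell GR-EGFP intensity, nucleus versus surrounding cytoplasmic ring, well-averaged.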
Autophagy HCS: modulators of autophagy; MEF GFP-LC3 puncta imaging; test concentration mostly 10 µM; calls only at 10 µM (by protocol); hit rate 0.98% among 190,000;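 active means percentage of spot-positive cells more than 3 SD above its plate mean, without a fluorescence outlier flag or 80% toxicity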;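 further: spot-positive cell cutoff set from DMSO-treated cells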
Insulin prom up: MIN6 insulin promoter up-regulation | MIN6 insulin promoter-GFP reporter, high-content imaging; active compounds read high | z-score at 5 µM | hit rate 0.3% among 190,000 | AID 1625;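 active means z-score above 3 at 5 µM with at least 500 cells counted in the well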
T cell modulator: T cell immune modulators affecting CD8 T cell-vesicle binding; 2C CD8+ T cell-vesicle binding, flow cytometry; active compounds read low; calls only at 7 µM; hit rate 0.068% among 330,000;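 active means response, share of CD8 T cells binding vesicles, and their 90th percentile fluorescence all below set limits, cut at about 80% in these data, passing the limit was not always enough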
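Material: 2C TCR transgenic mouse naive CD8+ T cells, MACS-purified. Also added: QL9-charged Drosophila Ld/ICAM-1/B7-1 vesicles. Timing: binding 1.5 h at 37 °C. Measured by: high-throughput flow cytometry with anti-B7-1 and anti-CD8 staining. Read-out: percent CD8+ FL2 mean versus row control. Controls: Unloaded micro-vesicles (low), QL9 vesicles with 0.7% DMSO (high).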
MT stabilizer: microtubule stabilization, imaging screen | hit rate 0.83% among 200,000 | HeLa tubulin immunostaining HCS, 24 h; share of cells brighter than vehicle mean+2SD | % tubulin-high responders, % at 10 µM;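 active means plate Z-score above 3 for both tubulin-high and condensed-nucleus cell shares, with cell loss under 80%, at 10 µM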;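 further: anti alpha tubulin signal scored within the nucleus-defined area of each cell; some results filed as inactive read as strong as hits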
Dynein transport cytoplasmic EGFP: second read-out of Dynein transport, no call of its own (marks repeat the call); z-score; measured here: cytoplasmic GR-EGFP intensity; active compounds read high
Dynein transport nuclear GR-EGFP: recorded beside Dynein transport, whose call it bears; z-score; measured here: nuclear GR-EGFP intensity;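 lower value marks the stronger effect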
Dynein transport cell count: further read-out of Dynein transport, marked with its call; z-score; measured here: cell count per field
Insulin prom up cell count: further read-out of Insulin prom up, marked with its call; cell count; measured here: cytotoxicity, nuclei count;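 total cells summed across four imaged fields per well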
Lipid droplet cells 6.5 µM: also measured in Lipid droplet; calls as there; cell count; measured here: cell count, cytotoxicity flag;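 cells counted across two imaged fields per well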
bCat nuc transl cell count 5 µM: second read-out of bCat nuc transl, no call of its own (marks repeat the call); cell count; measured here: cell count, cytotoxicity flag
T cell modulator vesicle-bound %: further read-out of T cell modulator, marked with its call; double positive events, %; measured here: CD8+ vesicle-bound cell fraction;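 binding gate set so that unloaded-vesicle control wells show 10% double positive cells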
MT stabilizer Hoechst-high %: further read-out of MT stabilizer, marked with its call; % Hoechst-high responders; measured here: nuclear condensation Hoechst responders;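 share of cells brighter than vehicle mean plus two SD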
MT stabilizer cytotoxicity %: recorded beside MT stabilizer, whose call it bears; toxicity, %; measured here: cytotoxicity by cell density;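 0% = mean cell density of plate MIN control wells and 100% = no cells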
Autophagy HCS cell loss 18 h: second read-out of Autophagy HCS, no call of its own (marks repeat the call); toxicity, %; measured here: cell loss, nuclei count;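 cell loss after 18 h compound exposure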
The depositor's hits bear a star; i = inactive; . = not tested or not shown.

canonical_smiles,Lipid droplet,Lipid droplet cells 6.5 µM,PhoP inhibition,bCat nuc transl,bCat nuc transl cell count 5 µM,CSM14.1 death rescue,Dynein transport,Dynein transport cytoplasmic EGFP,Dynein transport nuclear GR-EGFP,Dynein transport cell count,Autophagy HCS,Autophagy HCS cell loss 18 h,Insulin prom up,Insulin prom up cell count,T cell modulator,T cell modulator vesicle-bound %,MT stabilizer,MT stabilizer Hoechst-high %,MT stabilizer cytotoxicity %
O=C(NCc1cccs1)c1ccc(N2CCCCC2)nc1,7,778,-9%,0.3,1184,-2.5%,1.6,-0.28,1.6,-1.9,i,-2,3.4*,1118*,i,17,1.5,2.4,36
CN(c1ccc(C(=O)NCC2CCCO2)cc1)S(=O)(=O)c1ccccc1 (stereo unspecified),.,.,-2%,.,.,-1.1%,0.64,-0.19,0.29,-0.5,i,-2,.,.,i,44,2.0,2.0,8.1
O=C(COC(=O)CCc1ccc(S(=O)(=O)N2CCOCC2)cc1)NCc1ccc(Cl)cc1,1,668,5%,5.8,994,-1.5%,2.2,-0.27,1.2,-1.9,i,-1,-0.07,1225,i,59,4.4,3.6,4.9
COc1ccc(-c2nsc3c(SCC(=O)Nc4cc(C)ccc4C)ncnc23)cc1,.,.,0%,.,.,-0.5%,0.35,-0.24,-0.53,0.21,i,9,.,.,.,.,3.2,2.5,6.2
COc1ccc(Nc2nc(C)c3ccccc3n2)cc1,7,762,10%,2.4,1102,-3.1%,0.55,0.044,0.66,-0.57,i,8,-0.67,1184,i,48,5.3,3.0,6.5
COC(=O)Nc1ccc(S(=O)(=O)N2CCC(C)CC2)cc1,2,728,-11%,.,.,-0.7%,-0.59,-0.089,-0.42,0.4,i,6,.,.,i,1,1.1,1.1,4.5
COc1ccc(S(=O)(=O)Nc2cccc(N(C)S(C)(=O)=O)c2)cc1Br,-3,634,-7%,3.7,943,-0.1%,-0.2,-0.15,-0.024,0.63,i,11,0.41,1460,i,5,4.6,2.0,7.8
CCN(CC)S(=O)(=O)c1cccc(-c2nnc(SCC(=O)NCCC3=CCCCC3)n2N)c1,.,.,-2%,-2.7,997,1.9%,0.67,-0.42,0.32,0.76,i,-7,0.69,1113,i,34,2.8,1.8,12
Cc1ccccc1CN(C)CCc1ccccn1,9,682,9%,-0.7,1096,-0.2%,0.19,-0.1,0.081,-1,i,17,-0.07,1164,i,6,1.2,2.2,8.7
COc1cc(-c2nnc(SCc3cccnc3)n2C)cc(OC)c1O,.,.,-3%,0.4,1111,-1.3%,-0.26,-0.2,0.06,-2.3,i,-11,2.8,1303,i,46,1.8,2.1,9.0
Cn1c(=O)c2c(nc(NCCO)n2CCc2ccccc2)n(C)c1=O,2,752,-3%,-2.9,1158,2.1%,.,.,.,.,.,.,.,.,i,42,.,.,.
Cc1ccc(C)c(-c2nc3cc(N)ccc3o2)c1,1,693,19%,.,.,.,0.63,-0.21,0.76,0.57,i,6,-0.14,1207,i,43,3.4,2.2,0.4
CC(C)(C)c1ccc(C(=O)c2c[nH]c(C(=O)NCCc3ccccn3)c2)cc1,5,704,-3%,1.7,1079,.,-1.3,-0.32,-0.14,0.87,i,0,0.24,1275,i,59,2.4,3.9,7.9
O=C(NN1CCOCC1)c1cc(-c2cccc(Cl)c2)nc2ccccc12,.,.,-3%,-0.8,1362,0.9%,0.84,-0.15,0.8,0.75,i,12,-0.14,1559,i,33,3.4,1.8,4.9
COc1ccc(NS(=O)(=O)c2c(F)cc(F)c(Cl)c2F)cc1S(=O)(=O)N1CCCCC1,-18,516,-6%,-0.2,917,-4.2%,-0.53,-0.28,-0.59,0.46,i,-13,.,.,i,34,7.7,1.7,3.5
CC(Oc1cccc2cccnc12)C(=O)N/N=C/c1ccccc1 (stereo unspecified),-9,674,-1%,0.5,1118,-3.0%,0.36,-0.22,0.2,-0.11,i,-20,0.32,1273,i,50,4.4,2.2,1.8
Cc1csc(NC(=O)CSc2nnc(-c3ccc(Cl)cc3)n2N)n1,0,848,-2%,-3.0,1236,-1.8%,-0.31,-0.19,0.45,0.9,i,-6,-0.65,898,i,8,2.2,0.8,6.7
Cc1cc(SCC(=O)Nc2ccc(O)cc2)n2ncc(-c3ccccc3)c2n1,-7,720,6%,0.3,1155,.,-0.89,-0.24,-0.47,1.1,.,.,0.04,1406,i,31,.,.,.
Fc1c(F)c(F)c(/C=N/NC(=S)Nc2cccnc2)c(F)c1F,-4,597,1%,0.1,1564,-2.0%,-1.4,-0.15,-0.74,0.89,i,11,.,.,i,20,4.9,3.2,7.5
Cc1cc(C(=O)OCC(=O)c2cccc([N+](=O)[O-])c2)c2ccccc2n1,17,653,-20%,-2.4,1174,0.5%,-0.49,-0.28,-0.4,0.46,i,-17,0.23,1577,i,46,6.6,2.0,11
Cc1ccnc(NS(=O)(=O)c2cccc3nsnc23)c1,.,.,0%,-1.8,914,-0.8%,-0.83,-0.21,-0.14,0.72,i,-18,0.09,1501,i,43,1.9,1.8,11
C=CCn1c(SCC(=O)N2CCOCC2)nc(O)c(Cc2ccccc2)c1=O,.,.,8%,-6.4,951,-1.6%,-0.15,-0.21,0.1,-0.15,i,-2,0.08,1289,i,1,1.9,1.7,8.7
Cc1ccc(O)c(NC(=O)c2cc([N+](=O)[O-])ccc2Cl)c1,0,744,-4%,0.0,1526,-0.6%,-3.7*,1.1*,-1.2*,0.01*,i,1,1.9,1306,i,31,4.3,2.6,7.0
CCOc1cc(C)c(C(C)C)cc1S(=O)(=O)N1CCOCC1,0,751,10%,0.0,1203,-1.4%,-1.1,-0.24,-0.56,0.17,i,-1,-1.2,1325,i,32,3.7,1.8,5.1
FC(F)(F)c1cccc(Nc2ncnc3ccccc23)c1,12,568,11%,-1.5,1168,-1.5%,-1.6,-0.18,-0.41,0.99,i,6,0,1159,i,19,3.7,2.5,7.1
Cc1ccc(-c2nc(N)sc2CC(=O)OCC(=O)N2C(C)CCCC2C)cc1 (stereo unspecified),-4,537,6%,3.3,1025,4.1%,-0.19,-0.2,0.052,0.85,i,23,-0.17,1450,i,52,2.3,1.6,6.7
CCn1nnc2cc(C(=O)O)ccc21,1,703,-7%,-1.0,1188,.,-0.49,-0.23,-0.13,0.65,.,.,0.82,1309,i,12,.,.,.
COc1ccccc1OCC(=O)NCCCn1ccnc1,-6,700,3%,-3.8,1096,-1.0%,-0.55,-0.28,-0.13,0.29,i,7,1.2,1243,i,19,5.3,2.1,8.3
CC1=C(C(=O)OCc2ccccc2)C(c2ccc(Cl)cc2Cl)NC(=O)N1CCCC(=O)O (stereo unspecified),9,710,8%,2.8,414,-3.7%,0.81,-0.28,0.72,0.1,i,-1,0.85,797,i,9,2.7,2.8,5.9
O=C(CCN1CCN(CC(=O)Nc2ccccc2F)CC1)Nc1ccccc1F,.,.,-9%,-2.0,624,-1.7%,-1.7,-0.25,-0.94,0.89,i,-10,-0.38,955,i,11,2.5,1.5,3.7
Cc1ccc(C)c(N2CCN(C(=O)c3ccc(CS(=O)(=O)c4ccccc4C)o3)CC2)c1,-22,720,-2%,.,.,.,-0.79,-0.31,-0.45,0.61,i,8,-0.47,1158,i,12,19,10,38
CCn1cc(C(=O)NCc2ccc3c(c2)OCO3)c2cc(OC)c(OC)cc2c1=O,.,.,-2%,3.9,1479,-2.0%,0.22,-0.28,-0.21,0.18,i,12,0.5,1287,i,29,4.1,2.6,13
COCCn1nnnc1C(c1cccc(C(F)(F)F)c1)N1CCN(Cc2ccccc2)CC1 (stereo unspecified),-18,731,4%,-2.2,1105,-1.8%,-0.089,-0.26,0.075,0.7,i,0,0.26,742,i,29,2.8,2.8,9.3

Molecules listed so far containing a CF3 group, in the order listed:
canonical_smiles,Lipid droplet,Lipid droplet cells 6.5 µM,PhoP inhibition,bCat nuc transl,bCat nuc transl cell count 5 µM,CSM14.1 death rescue,Dynein transport,Dynein transport cytoplasmic EGFP,Dynein transport nuclear GR-EGFP,Dynein transport cell count,Autophagy HCS,Autophagy HCS cell loss 18 h,Insulin prom up,Insulin prom up cell count,T cell modulator,T cell modulator vesicle-bound %,MT stabilizer,MT stabilizer Hoechst-high %,MT stabilizer cytotoxicity %
FC(F)(F)c1cccc(Nc2ncnc3ccccc23)c1,12,568,11%,-1.5,1168,-1.5%,-1.6,-0.18,-0.41,0.99,i,6,0,1159,i,19,3.7,2.5,7.1
COCCn1nnnc1C(c1cccc(C(F)(F)F)c1)N1CCN(Cc2ccccc2)CC1 (stereo unspecified),-18,731,4%,-2.2,1105,-1.8%,-0.089,-0.26,0.075,0.7,i,0,0.26,742,i,29,2.8,2.8,9.3

No enrichment for hits, and some 3% of all compounds hit somewhere here.
